RAD52 anneal inh: RAD52 (human) annealing inhibition. recombinant RAD52 DNA annealing, FRET fluorescence. actives 0.46% (n = 360,000). AID 651710. inhibition, % at 18.7 µM. P43351;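 active means every replicate showing at least 50% inhibition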
E-selectin induc: E-selectin induction on HUVECs. P16581. HUVEC E-selectin immunofluorescence imaging; normalized: neutral wells 0, TNF-alpha wells 100. activation, % at 7.58 µM. actives 0.37% (n = 260,000);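 active means mean E-selectin-positive cell signal at least 10% of the positive control, reached in at least 60% of replicates, without over 20% cell loss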;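 further: in these data hits start at about 27%; measured in HUVEC primary endothelial cells; signal is the percent of cells scored E-selectin positive by PE staining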
Target sequence (P16581 whole entry, looked up): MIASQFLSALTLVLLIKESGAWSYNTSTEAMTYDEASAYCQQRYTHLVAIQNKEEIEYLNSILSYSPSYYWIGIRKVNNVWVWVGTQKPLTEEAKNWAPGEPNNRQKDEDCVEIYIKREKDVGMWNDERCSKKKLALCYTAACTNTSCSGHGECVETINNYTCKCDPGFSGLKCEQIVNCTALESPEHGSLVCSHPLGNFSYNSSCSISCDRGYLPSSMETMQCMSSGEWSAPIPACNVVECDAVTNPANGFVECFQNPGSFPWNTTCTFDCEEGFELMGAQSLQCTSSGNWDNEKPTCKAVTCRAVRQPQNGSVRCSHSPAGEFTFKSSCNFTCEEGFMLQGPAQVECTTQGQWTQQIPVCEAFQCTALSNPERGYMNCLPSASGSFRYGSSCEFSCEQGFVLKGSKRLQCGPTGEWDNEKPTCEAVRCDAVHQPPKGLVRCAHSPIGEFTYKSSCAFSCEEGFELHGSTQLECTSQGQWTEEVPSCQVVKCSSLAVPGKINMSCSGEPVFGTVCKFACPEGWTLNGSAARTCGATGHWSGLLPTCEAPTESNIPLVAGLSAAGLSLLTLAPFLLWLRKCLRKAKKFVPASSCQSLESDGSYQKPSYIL
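Read-out basis: % PE-positive cells; Test system: HUVEC primary endothelial cells; Technique: immunofluorescence imaging; Dosing: single-point compound dose.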
ERAP1 inh: ERAP1 (human) enzyme inhibition. Q9NZ08. recombinant ERAP1, Leu-AMC fluorescence, 60 min. inhibition, % at 10.7 µM. actives 0.15% (n = 340,000). AID 652197;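 active means mean replicate inhibition of at least 30%, or all replicates individually reaching that 30% level; inactive means mean below 30% and not every replicate reaching it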;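 further: 0% = neutral control wells and 100% = L-leucinethiol positive control wells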
S100A4 MyoIIA: inhibitors of human S100A4 binding to myosin IIA peptide. inhibition, % at 10.7 µM. actives 0.14% (n = 360,000). AID 652163. S100A4/TAMRA-MyoIIA peptide fluorescence polarization. P26447;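 active means mean inhibition of at least 70% across replicates, with every replicate also reaching that level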
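Test system: S100A4 monomer protein. Medium: HEPES buffer with Ca2+, pH 7.2. Reagent: fluorescent myosin IIA peptide, 5 nM. Compound dosing: single-point compound testing. Timing: 5 min between mix addition and reading. Benchmarks: DMSO neutral and TFP positive wells.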
Xi reactivation: activators of X-chromosome reactivation in mouse fibroblasts; AID 743238; activation, % at 7.58 µM; actives 0.055% (n = 360,000); XiGFP mouse fibroblasts, % GFP-positive cells imaging, 3 d; cells co-treated with 5-aza-dC sensitizer; scaled so ellipticine positive control = 100%;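 active means mean normalized replicate activation at least 10% and every replicate at or above 10%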;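 further: 0% = median of on-plate neutral control wells and 100% = ellipticine 6 µM median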
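Material: XiGFP fibroblasts, SV40-immortalized; Buffer or medium: DMEM containing 5-aza-dC; Compound dosing: single point; Times: 3 days compound exposure.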
RAD54 inh: RAD54 (human) branch migration inhibition | Q92698 | RAD54 Holliday junction branch migration, FAM/BHQ fluorescence | inhibition, % at 10.4 µM | actives 0.14% (n = 360,000) | AID 602329;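 active means mean normalized replicate activity at least 40 and at least half of replicates scoring 40 or more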;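 further: 0% = median of neutral control wells and 100% = median of positive control wells; inhibitors cause a drop in the FAM fluorescence signal; in these data hits start at about 50%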
ERp5 inh: blocks human ERp5 reductase activity on insulin | inhibition, % at 9.99 µM | Q15084 | actives 0.05% (n = 350,000) | ERp5 insulin aggregation, absorbance 650 nm, 90 min;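 active means mean replicate inhibition above about 25%, with every replicate also reaching it, limit read from the data, passing the limit was not always enough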
Target sequence (Q15084 whole entry, looked up): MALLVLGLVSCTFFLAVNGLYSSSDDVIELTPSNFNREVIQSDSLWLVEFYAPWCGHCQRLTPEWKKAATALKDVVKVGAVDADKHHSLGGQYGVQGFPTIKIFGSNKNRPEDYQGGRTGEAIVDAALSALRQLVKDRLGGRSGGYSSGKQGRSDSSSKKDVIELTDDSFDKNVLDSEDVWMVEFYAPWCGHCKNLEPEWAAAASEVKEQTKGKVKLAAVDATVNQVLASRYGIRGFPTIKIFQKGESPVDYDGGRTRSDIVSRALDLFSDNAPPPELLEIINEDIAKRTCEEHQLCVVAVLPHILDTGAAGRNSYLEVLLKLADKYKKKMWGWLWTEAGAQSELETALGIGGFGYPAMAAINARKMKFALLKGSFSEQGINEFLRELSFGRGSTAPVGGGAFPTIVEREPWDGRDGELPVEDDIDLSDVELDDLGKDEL
esBAF inh: blocks esBAF chromatin remodeling in mouse ES cells; Bmi1-luciferase knock-in reporter, 24 h; 100% = twice the neutral-well signal; reporter increase, % at 12.5 µM; actives 2% (n = 350,000); AID 602393; in the data active means activation above about 40%;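 further: 0% = median of the plate's neutral control wells and 100% = double that signal; a rise in the Bmi1 reporter signal indicates esBAF inhibition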
Starred values were filed as active, the others as inactive; nt = not tested or not shown.

SMILES | RAD52 anneal inh | E-selectin induc | ERAP1 inh | S100A4 MyoIIA | Xi reactivation | RAD54 inh | ERp5 inh | esBAF inh
O=C(c1ccc(Cl)c(Cl)c1)N1CCC(=O)N([C@H](COCc2ccc(Cl)cc2)Cc2ccccc2)CC1 | -13 | -5.4 | nt | -4 | 0.1 | nt | -1 | nt
O=C(O)c1nn(-c2ccccc2C(F)(F)F)cc1O | -2 | 0.6 | nt | 7 | -0.1 | nt | 0 | 7
CCOc1c2ccc(C(=O)NCC34CC5CC(CC(C5)C3)C4)cc2nn1CC | -12 | 0.8 | nt | 6 | -0.1 | -3 | -5 | -1
CO[C@@H]1CN(C)C(=O)c2cc(NS(=O)(=O)c3ccccc3)ccc2OC[C@@H](C)N(Cc2cccnc2)C[C@H]1C | -4 | -0.2 | 2 | 13 | 0.2 | -18 | -2 | -3
CCN1[C@H](C(=O)NCC(F)(F)F)[C@@H](CO)[C@@H]2Cn3c(ccc(-c4ccccc4)c3=O)[C@@H]21 | 1 | -0.1 | nt | nt | 0.2 | 8 | nt | 6
CCC(=O)N(C)C[C@H]1Oc2cc(C#CCN(C)C)ccc2S(=O)(=O)N([C@H](C)CO)C[C@H]1C | -1 | 0.1 | 2 | 11 | -0.6 | 1 | -3 | -1
C[C@H](CO)N1C[C@H](C)[C@H](CN(C)Cc2ccc(-c3ccccc3)cc2)Oc2ccc(NC(=O)NC3CCCCC3)cc2C1=O | 13 | 0.1 | -3 | -2 | 0.2 | 4 | -5 | 0
COCC(=O)Nc1ccc2c(c1)OC[C@@H](C)NC[C@@H](C)[C@@H](OC)CN(C)C2=O | -10 | -0.2 | 0 | 8 | 0.3 | -5 | 1 | -2
C/C(=N\NC(=O)COc1cccc(C)c1)c1ccc2ccccc2c1O | -6 | 0.0 | -6 | 4 | 0.1 | -3 | 0 | -6
COc1ccc(S(=O)(=O)N2CCOCC2)cc1NC(=O)CCCOc1ccc(Cl)cc1C | -2 | 0.2 | -4 | -4 | 0.2 | -7 | 6 | 6
Cc1cc(C)cc(NC(=O)C2C3C=CC(O3)C2C(=O)O)c1 (configuration not stated) | -5 | nt | 1 | -10 | 0.0 | 4 | 3 | 0
COc1ccc(CCN(C)C/C=C/c2ccccc2)cc1OC | 0 | -0.2 | 4 | 2 | 0.0 | 3 | 7 | -3
CCCNC(=O)N1CC(=O)N2[C@H](C1)[C@@H](c1ccc(-c3cccc(C)c3)cc1)[C@@H]2CO | -5 | 1.0 | -1 | 5 | 0.2 | nt | -3 | nt
COc1ccc(CN(CCC#N)CCC2(c3ccccc3)CC(C)N(C)CC2C)cc1OC (configuration not stated) | -3 | -0.1 | -2 | -7 | 1.6 | -8 | 3 | nt
CN1CCN(c2nc(-c3ccccc3)ncc2S(C)(=O)=O)CC1 | -10 | nt | -4 | -1 | 0.2 | -1 | 0 | 0
CCc1ccccc1N(CC(=O)NCC1CCCO1)C(=O)CCC(=O)Nc1nccs1 (configuration not stated) | -9 | -1.7 | -1 | -4 | 0.3 | 8 | -1 | -2
CCOC(=O)c1cc2c(s1)-c1c(C)cccc1OC2 | -1 | nt | 5 | -1 | 0.1 | -12 | -3 | 64*
C/C(=N\NC(=O)C(=O)Nc1c(C)n(C)n(-c2ccccc2)c1=O)c1ccc(Cl)s1 | -1 | -0.2 | 6 | 5 | -0.1 | nt | -9 | -4
O=C1c2ccccc2C(=O)c2c1ccc(O)c2O | -85 | 0.1 | -1 | 9 | 0.0 | 4 | 1 | -23
CCOc1ccccc1N(CC(=O)N1CCCC1)S(C)(=O)=O | -16 | 0.1 | nt | 3 | 0.2 | -1 | 0 | 0
C[C@@H]1CN([C@@H](C)CO)C(=O)c2cc(C3=CCCC3)cnc2O[C@@H]1CN(C)S(C)(=O)=O | -3 | 0.1 | nt | -6 | 0.1 | -2 | 1 | 2
Cn1ncc(Cl)c1C(=O)Nc1ccc2c(c1)CCC2 | -8 | 0.4 | -1 | -6 | 0.0 | -9 | -6 | 52*
CN1CCN(C(=O)C[C@@H]2C[C@@H]3c4cc(NC(=O)c5cccnc5)ccc4O[C@@H]3[C@@H](CO)O2)CC1 | nt | -0.1 | nt | nt | 0.0 | -17 | nt | -3
O=C(Nc1ccc(Oc2ccccc2)cc1)c1csc([C@@H]2C[C@H](O)[C@@H](CO)O2)n1 | -11 | -0.2 | -1 | 1 | -0.1 | 4 | -3 | 0
CN1C(=O)c2cc(NC(=O)Nc3cccc(Cl)c3)ccc2OC[C@@H]2O[C@H](CC(=O)NCCc3ccncc3)CC[C@H]21 | -49 | 0.1 | -2 | -6 | 0.1 | -3 | -4 | 3
Cc1cc(C)n2nc(SCC(=O)NC(=O)c3ccccc3Cl)nc2n1 | -18 | nt | 4 | 0 | 0.0 | -8 | -20 | -6
O=C(C[C@@H]1C[C@@H]2c3cc(NC(=O)Nc4ccccc4)ccc3O[C@@H]2[C@H](CO)O1)NCc1ccccn1 | -13 | -0.3 | 2 | -19 | 0.0 | -4 | 3 | -1
CN1C[C@H]2[C@@H](c3ccccc31)[C@@H](CO)N2Cc1ccccc1 | -8 | 0.4 | -2 | 3 | 0.3 | -1 | -2 | 0
COc1ccc(NC(=O)Nc2ccc3c(c2)[C@@H]2C[C@@H](CC(=O)NC4CCCCC4)O[C@@H](CO)[C@@H]2O3)cc1 | -14 | -0.2 | 0 | -5 | 0.0 | 0 | 0 | 9
COc1ccc(NC(=O)N(C)[C@H]2C[C@H]3c4[nH]c5ccccc5c4CCN3C(=O)[C@H]2CO)cc1 | -4 | -0.1 | -20 | 0 | 0.2 | 1 | -4 | 7
CN1CCN(CCC2Oc3cc([N+](=O)[O-])ccc3NC2=O)CC1 (configuration not stated) | -8 | 0.6 | 7 | 2 | 0.2 | nt | -3 | nt
Cc1n[nH]c(=S)n(NC(=O)/C=C/C(=O)Nn2c(=S)[nH]nc(C)c2=O)c1=O | -29 | -0.6 | nt | 14 | 0.0 | nt | -1 | nt
CC(C)C1C(=O)N(Cc2cn(Cc3ccco3)nn2)CCS(=O)(=O)N1Cc1ccc(-c2ccc(Cl)c(Cl)c2)cc1 (configuration not stated) | -10 | -0.1 | 5 | -4 | 0.0 | 1 | -3 | 6
CC(C)(C)OC(=O)N1CCC(CNC(=O)c2ccc(F)cc2)CC1 | -1 | nt | -8 | 1 | 0.0 | -4 | -2 | 7
Cc1ccc(S(=O)(=O)CCC(=O)OCC(=O)NC(N)=O)cc1 | 5 | nt | -1 | 1 | -0.1 | nt | -2 | nt
COc1ccc2[nH]c3c(c2c1)CCN1C(=O)C(CC(=O)NCCN2CCOCC2)C[C@H](C(=O)N2CCOCC2)[C@@]31C (some centres not stated) | -7 | 1.1 | -5 | -2 | 0.0 | -5 | 3 | -4
CCOc1ccc2oc(C(=O)NCC(c3ccco3)N(C)C)c(C)c2c1 (configuration not stated) | -1 | 0.3 | -5 | 0 | 0.2 | -3 | 2 | 11
Nc1nonc1-n1nnc(C(=O)N/N=C/c2ccc(OCc3ccccc3)cc2)c1CN1CCCCC1 | -17 | -0.1 | 6 | -6 | 0.0 | -13 | 3 | 13
O=C(C[C@H]1C=C[C@@H](NC(=O)Nc2cccc(F)c2)[C@@H](CO)O1)NCC1CCCCC1 | -3 | 0.0 | -4 | 3 | 0.6 | 4 | 13 | -1
CC(C)CC#Cc1cnc2c(c1)C(=O)N([C@@H](C)CO)C[C@H](C)[C@@H](CN(C)Cc1ccccc1C(=O)O)O2 | 10 | -0.1 | 0 | -1 | -0.3 | 1 | 6 | -10

The last 3 compounds of the section above open the next one.
SMILES | RAD52 anneal inh | E-selectin induc | ERAP1 inh | S100A4 MyoIIA | Xi reactivation | RAD54 inh | ERp5 inh | esBAF inh
Nc1nonc1-n1nnc(C(=O)N/N=C/c2ccc(OCc3ccccc3)cc2)c1CN1CCCCC1 | -17 | -0.1 | 6 | -6 | 0.0 | -13 | 3 | 13
O=C(C[C@H]1C=C[C@@H](NC(=O)Nc2cccc(F)c2)[C@@H](CO)O1)NCC1CCCCC1 | -3 | 0.0 | -4 | 3 | 0.6 | 4 | 13 | -1
CC(C)CC#Cc1cnc2c(c1)C(=O)N([C@@H](C)CO)C[C@H](C)[C@@H](CN(C)Cc1ccccc1C(=O)O)O2 | 10 | -0.1 | 0 | -1 | -0.3 | 1 | 6 | -10
CCOc1ccccc1NC(=O)CN1C(=O)C(=O)N(Cc2ccco2)C1=O | -11 | nt | 0 | -4 | 0.1 | 14 | 4 | -6
Cc1cc(NC(=O)CSCc2nc(-c3cccc(F)c3)oc2C)no1 | -21 | 0.1 | 0 | -6 | 0.1 | -7 | 1 | 4
CCOC(=O)C1(Cc2cccc(F)c2)CCN(C(=O)Cc2cccnc2)CC1 | -2 | nt | 0 | -2 | 0.2 | nt | 0 | nt
CCOc1ccc(-c2nnc(-c3ccncc3)o2)cc1OCC | -12 | -0.6 | 2 | 0 | 0.0 | nt | 2 | nt
CC(C)N1CCC1(C)C(=O)Nc1ccc2scnc2c1 (configuration not stated) | -15 | 0.2 | 15 | 29 | 0.1 | 4 | 5 | 4
CCN(CC)c1ccc(NC(=O)CSc2nc3nc(C)cc(C)c3c(=O)[nH]2)cc1 | -11 | 0.1 | 0 | -11 | 0.1 | 12 | -1 | -1
COc1cccc(-c2csc(NNC(=O)c3cccs3)n2)c1 | -16 | nt | 3 | -57 | 0.1 | -3 | 0 | nt
c1ccc2cc(CCCc3cc4ccccc4cn3)ncc2c1 | -19 | 1.5 | -1 | 1 | 0.1 | -8 | -3 | -1
O=C(NCCN1CCCC1=O)C1CCC(=O)N(CCc2ccc(Cl)cc2)C1 (configuration not stated) | -15 | -3.7 | -8 | -3 | 0.1 | -6 | -1 | 7
COc1cc(C(F)(F)F)c(C(=O)N(C)Cc2cc(Cl)cc(Cl)c2)cn1 | -10 | nt | 0 | 1 | 0.1 | 4 | nt | 2
COC(=O)c1c(C)[nH]c(C(=O)C(C)OC(=O)c2c(C)noc2C)c1C (configuration not stated) | -2 | nt | -2 | 0 | 0.2 | 5 | -3 | -4
COC(=O)CN1C(=O)COc2ccc(S(=O)(=O)N3CCCC3)cc21 | -6 | nt | -2 | 5 | 0.0 | -6 | -1 | 5
CCC(=O)N1[C@H](CO)[C@H]2c3ccccc3N(S(=O)(=O)c3ccccc3F)C[C@H]21 | -5 | -0.1 | 2 | -32 | 0.4 | -14 | 2 | -5
COc1cccc(OCc2cc(C(=O)N(C)C3CCOCC3)no2)c1 | -2 | -0.4 | 0 | 2 | -0.1 | -3 | -15 | nt
O=C(C1COc2ccccc2O1)N1CCN(c2ccccc2O)CC1 (configuration not stated) | -2 | -1.8 | 4 | 9 | -0.1 | -1 | -4 | -6
CC(C)C[C@H]1CN=C(Nc2ccccc2)N1CCCC1CCCCC1 | 31 | -0.1 | -3 | -1 | 0.1 | 7 | -1 | -51
C[C@H](NC(=O)C1CCN(S(=O)(=O)c2ccccc2)CC1)C(=O)NC1CC1 | 8 | 0.0 | -2 | 1 | -0.1 | 12 | -13 | -4
Nc1cc2nc[nH]c2cc1N | -9 | nt | 0 | -1 | 0.0 | nt | 10 | nt
COc1ccc(CC(=O)Nc2cc3oc4ccccc4c3cc2OC)cc1 | -18 | nt | 4 | -2 | 0.1 | -2 | 6 | nt
Cc1ccc(C(=O)N2CC(=O)Nc3ccc(F)cc3C2c2ccccc2)cc1[N+](=O)[O-] (configuration not stated) | -13 | 0.2 | 0 | 0 | 0.0 | nt | 7 | nt

Sorted by the number under ERp5 inh (ascending): three from the list above
| Compound | ERp5 inh |
| --- | --- |
| c1ccc2cc(CCCc3cc4ccccc4cn3)ncc2c1 | -3 |
| COc1cccc(-c2csc(NNC(=O)c3cccs3)n2)c1 | 0 |
| Cc1ccc(C(=O)N2CC(=O)Nc3ccc(F)cc3C2c2ccccc2)cc1[N+](=O)[O-] (configuration not stated) | 7 |

Screening data (PubChem)
